# Screening results from PubChem BioAssay.
# CHOP UPR activ = activators of apoptotic CHOP UPR arm, primary screen, cell-based, CHO-CHOP luciferase reporter, luminescence, uHTS; UPR activation; percent of tunicamycin response over DMSO baseline; activation, % at 10 µM; hit rate 0.34% among 330,000; AID 449763, 2010;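 active = at 10 µM dose, activation of 40% or more, normalized to positive control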;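 also: 100% = tunicamycin at 10 µg/mL and 0% = DMSO alone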
#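 Evaluation: % reporter activation, DMSO baseline versus tunicamycin full activation; System: CHO-CHOP luciferase reporter cell line; Input: 500 cells/well; Incubation: 6 h compound treatment, 37 °C; Measured by: Steady-Glo luciferase luminescence; Dosing: one dose, 10 µM in 0.5% DMSO; Buffer or medium: F12 medium, 10% FBS; Benchmarks: positive tunicamycin 10 µg/mL, negative DMSO alone.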
# Mdm2-MdmX inh = inhibitors of human Mdm2-MdmX association, primary screen, cell-based, luminescence, split luciferase, SaOS-2, uHTS; Protein Mdm4 (Homo sapiens) + E3 ubiquitin-protein ligase Mdm2 (Homo sapiens), …; SaOS-2 split-luciferase Mdm2/MdmX complementation; inhibition, % at 8 µM; hit rate 3% among 330,000; AID 485346, 2010;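 active = inhibition of at least 50% at 8 µM in the primary screen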
# Target sequence (O15151 whole entry, looked up): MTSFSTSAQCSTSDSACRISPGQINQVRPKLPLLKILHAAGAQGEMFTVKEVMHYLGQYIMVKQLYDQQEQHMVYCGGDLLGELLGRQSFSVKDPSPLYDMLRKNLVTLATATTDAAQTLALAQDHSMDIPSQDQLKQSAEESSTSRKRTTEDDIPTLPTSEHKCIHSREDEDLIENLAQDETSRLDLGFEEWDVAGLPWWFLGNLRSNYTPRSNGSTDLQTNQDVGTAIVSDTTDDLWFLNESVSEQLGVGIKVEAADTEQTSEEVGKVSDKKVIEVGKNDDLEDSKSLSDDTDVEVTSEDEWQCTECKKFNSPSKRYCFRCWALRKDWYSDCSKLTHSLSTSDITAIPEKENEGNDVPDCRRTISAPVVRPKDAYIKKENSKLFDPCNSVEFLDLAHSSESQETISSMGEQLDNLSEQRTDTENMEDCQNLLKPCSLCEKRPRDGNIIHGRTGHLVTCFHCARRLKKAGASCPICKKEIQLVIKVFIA
# Target sequence (Q00987 whole entry, looked up): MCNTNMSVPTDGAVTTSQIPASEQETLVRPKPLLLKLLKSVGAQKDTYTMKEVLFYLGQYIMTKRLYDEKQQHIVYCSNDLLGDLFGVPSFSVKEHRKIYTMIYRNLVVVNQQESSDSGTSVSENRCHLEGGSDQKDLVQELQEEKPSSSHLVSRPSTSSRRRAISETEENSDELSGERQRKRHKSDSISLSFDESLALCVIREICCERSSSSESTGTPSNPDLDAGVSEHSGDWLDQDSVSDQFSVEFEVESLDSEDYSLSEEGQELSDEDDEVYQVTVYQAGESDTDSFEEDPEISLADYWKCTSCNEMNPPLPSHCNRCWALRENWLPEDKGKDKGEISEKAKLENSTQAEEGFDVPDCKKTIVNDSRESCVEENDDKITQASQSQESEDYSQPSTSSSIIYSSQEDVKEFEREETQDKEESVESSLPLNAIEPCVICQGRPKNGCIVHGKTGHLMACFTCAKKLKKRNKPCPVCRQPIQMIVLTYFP
# APJ antag = antagonists of human apelin receptor APJ, primary screen, CHO-K1 cells, beta-arrestin complementation, luminescence. P35414. inhibition, % at 20 µM. hit rate 0.32% among 330,000;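 active = inhibition above about 40% at 20 µM, limit read from the data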;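 also: cells challenged with 10 nM apelin-13 agonist together with compound; plate controls were apelin-13 plus DMSO wells for no effect and DMSO wells lacking apelin-13 for full effect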
# tim23-1 inh = growth inhibitors of tim23-1 mutant yeast, primary screen, luminescence, uHTS; S. cerevisiae tim23-1 growth, BacTiter-Glo luminescence, 24 h; inhibition, % at 20 µM; hit rate 1.3% among 330,000;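 active = growth inhibition of the mutant yeast at or above 50%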;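 also: temperature-sensitive mutant grown at 25 °C; plate controls were DMSO-treated mutant yeast for no effect and medium wells lacking yeast for full effect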
# Jurkat NFkB inh = inhibitors of induced NF-kB luciferase reporter, primary screen, TCR NF-kB activation inhibitor project, cell-based, luminescence, uHTS; Jurkat, PMA/ionomycin-induced NF-kB luciferase reporter; inhibition, % at 4 µM; hit rate 0.53% among 330,000; AID 435003, 2010; in the data active = inhibition above about 50%
# XBP1 UPR activ = activators of adaptive XBP1 UPR arm, primary screen, cell-based, CHO-XBP1 luciferase reporter, luminescence, uHTS; IRE1-XBP1 UPR activation; percent of tunicamycin response, DMSO as zero; activation, % at 20 µM; hit rate 0.33% among 330,000;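 active = versus positive control, 20 µM dose yields 30% or more activation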;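 also: 100% = tunicamycin at 10 µg/mL and 0% = DMSO only wells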
#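 incubation = overnight seeding at 37 °C, 6 h compound treatment at 37 °C | assay system = CHO-XBP1 cells stably carrying IRE1-XBP1-driven luciferase reporter | input = 1000 cells per well | detection = luciferase luminescence | dosing = single point, 20 µM final compound, 1% DMSO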
# APJ ag = agonists of human apelin receptor APJ, primary screen, CHO-K1 cells, PathHunter beta-arrestin, luminescence | AID 2520, 2010 | activation, % at 20 µM | hit rate 0.11% among 330,000 | P35414 | 0% DMSO wells, 100% apelin;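 active = activation more than six SD over the plate average, tested at 20 µM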;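 also: 0% = DMSO alone and 100% = apelin-13 at 10 nM; some results filed as inactive read as strong as hits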
#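 Test system: CHO-K1 APJ beta-arrestin complementation cell line | Compound: Single test compound dose, 20 µM final, 1% DMSO | Incubation: Compound 90 min 25 °C, reagent 1 h | Measured by: beta-gal luminescence | Read-out basis: APJ–arrestin association signal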
# 697 NFkB inh = inhibitors of PMA/ionomycin-induced NF-kB reporter, 697 cells, primary screen, B-cell NF-kB inhibitor project, cell-based, luminescence, uHTS; 697 B-cell NF-kB luciferase reporter, 16 h; inhibition, % at 4 µM; hit rate 0.33% among 330,000; in the data active = inhibition above about 35%
# An asterisk follows results filed as active.
SMILES,CHOP UPR activ,Mdm2-MdmX inh,APJ antag,tim23-1 inh,Jurkat NFkB inh,XBP1 UPR activ,APJ ag,697 NFkB inh
COc1ccccc1N1C(=O)NC(=O)/C(=C/c2ccc3c4c(cccc24)CC3)C1=O,0.0,-18,9,13,8,-2,1,15
CCCCCCn1c(O)c(C=NCCCn2ccnc2)c(=O)[nH]c1=O,-2.7,13,13,11,-9,-1,-2,-7
CN1c2ccc([N+](=O)[O-])cc2CC2(C(=O)NC(=O)N(c3ccccc3)C2=O)C1c1ccccc1 (configuration not stated),0.4,16,28,16,13,3,-4,-1
Cc1ccc(-c2cc(-c3ccccc3)cc(-c3ccccc3)[n+]2-c2ccc(C(=O)O)cc2)cc1,-0.1,1,2,-5,4,1,-3,12
Cc1cc(NC(=O)CCC(=O)N2CCC3(CC2)OCCO3)no1,1.4,18,17,2,-1,0,-2,4
CCCSc1nc(O)c(CC)c(=O)n1C(C)CC (configuration not stated),0.7,-6,13,25,-2,-3,60*,-6
COC(=O)C1=C(c2ccccc2OCc2ccccc2)C[C@@H]2CC[C@H]1N2C(=O)NCc1ccc(C(C)(C)C)cc1,6.1,32,1,15,-1,-2,-4,8
CC(CN(C)C1CCN(C)CC1)c1ccccc1 (configuration not stated),-0.9,9,3,-22,-15,-1,-2,13
COc1cccc(-n2c(O)c(C=NCCN3CCNCC3)c(=O)[nH]c2=S)c1,2.3,-3,11,1,5,3,1,5
COc1ccc(OC)c(-n2c(O)c(C=NCCN3CCNCC3)c(=O)[nH]c2=S)c1,1.8,5,7,6,-2,-5,4,14
CCOC(=O)c1c(C)n(C(C)C)c2ccc(OC(=O)c3ccc(N4C(=O)CCC4=O)cc3)cc12,1.1,0,14,24,-1,2,3,-11
COc1ccc(-n2c(Cc3cccc([N+](=O)[O-])c3)nc3ccccc3c2=O)cc1,-1.7,13,-19,37,6,-2,-2,6
COc1c(/C=C2/C(=O)NC(=O)N(C)C2=O)c(CCN(C)C(=O)c2ccccc2)cc2c1OCO2,5.5,5,-60,31,-5,-2,0,2
CC(=O)C1(c2ccccc2)CCN(C(=O)C2CCC(=O)N(CCc3cccc(F)c3)C2)CC1 (configuration not stated),0.8,-13,-18,9,4,-6,1,9
O=C(NCc1cccnc1)C(Cl)(Cl)Cl,-1.8,-10,5,13,4,0,1,-13
CC(C(N)=O)N1CC(c2ccccc2)CC1=O (configuration not stated),-1.7,-22,20,18,-4,-5,1,6
CC1CN=C(Nc2ccc(N(C)C)cc2)S1 (configuration not stated),0.7,3,7,12,-12,-2,-6,2
COCC(C)OC(=O)c1c(N)n(Cc2ccco2)c2nc3ccccc3nc12 (configuration not stated),1.2,-26,22,6,-5,-3,-10,-3
Cn1cc(C(=O)NC2CC2)c2ccccc21,-0.6,5,-5,-8,14,-7,0,12
CN1CCC(O)(c2ccccc2)C2CCCC21 (configuration not stated),0.7,4,7,-10,4,0,-5,9
O=C1NC(=O)N(c2ccccc2)C(=O)/C1=C\c1ccccc1[N+](=O)[O-],-2.6,0,-26,15,-3,-2,-2,1
Cc1cc(OC(=O)N(C)C)n(-c2ccccc2)n1,1.7,10,6,1,2,-3,-5,1
Cc1cccc(NC2=NCCCS2)c1C,-1.6,13,3,-7,9,-3,-4,-8
O=c1[nH]c(O)c(N=Nc2ccc(S(=O)(=O)N3CCOCC3)cc2)c(=O)[nH]1,-2.4,15,18,-18,18,2,-1,11

# A few values from above.
# COc1c(/C=C2/C(=O)NC(=O)N(C)C2=O)c(CCN(C)C(=O)c2ccccc2)cc2c1OCO2 in tim23-1 inh = 31
# O=C(NCc1cccnc1)C(Cl)(Cl)Cl in Mdm2-MdmX inh = -10
# Cn1cc(C(=O)NC2CC2)c2ccccc21 in APJ ag = 0

# Limited to tim23-1 inh, for some of the entries so far:
molecule	tim23-1 inh
COC(=O)C1=C(c2ccccc2OCc2ccccc2)C[C@@H]2CC[C@H]1N2C(=O)NCc1ccc(C(C)(C)C)cc1	15
Cc1cc(NC(=O)CCC(=O)N2CCC3(CC2)OCCO3)no1	2

# Additional compounds:
SMILES,CHOP UPR activ,Mdm2-MdmX inh,APJ antag,tim23-1 inh,Jurkat NFkB inh,XBP1 UPR activ,APJ ag,697 NFkB inh
O=C(Nc1cccc(OC(=O)N2CCCCC2)c1)N1CCOCC1,-1.3,-9,-6,8,-8,5,-4,7
Cn1c(N2CCNCC2)nc2ccccc21,0.0,16,-4,1,0,-3,-4,20
CCC(=NCCC(c1ccccc1)c1ccccc1)c1c(O)[nH]c(=O)[nH]c1=O,1.0,7,-15,10,-3,6,-2,-23
CCN1CCN(C(=O)Cc2coc3ccc4ccccc4c23)CC1,1.2,-4,2,14,0,0,-2,20
CCOC(=O)C(NC(=O)CC)(Nc1ccc(C(O)(C(=O)OCC)C(F)(F)F)cc1C)C(F)(F)F (configuration not stated),-1.1,3,10,8,0,-3,-1,8
Fc1ccc(CNCCc2ccccc2F)cc1,0.1,25,13,10,-4,0,-2,1
COc1ccc(S(=O)(=O)N2CC3CC(C2)c2cccc(=O)n2C3)cc1 (configuration not stated),1.7,2,-4,5,7,1,-3,18
CCn1c(O)c(/C=N/NC(=O)c2ccccc2)c(=O)[nH]c1=S,1.1,20,8,6,-15,5,-4,11
COc1ccc(C(O)P(=O)(OC(C)C)OC(C)C)cc1 (configuration not stated),0.4,-12,20,15,14,2,0,-28
Cc1ccc(OC(F)F)c(N2C(=O)C3C4CCC(O4)C3C2=O)c1 (configuration not stated),-1.8,10,-7,-4,-15,-3,-2,11
CC(C)(C)n1cc(C(=O)c2ccccc2)cc1-c1ccccc1,-0.7,-2,-4,14,-5,-1,2,-42
CC1(C)N=C(c2ccccc2)[C@@H]2C(c3ccc([N+](=O)[O-])cc3)N21 (some centres not stated),-1.1,4,-19,10,19,-1,3,-71
COC(=O)C1=C(c2cc3ccccc3o2)C[C@@H]2CC[C@H]1N2C(=O)NCc1ccccc1,1.7,15,17,26,-3,-1,-8,1
O=C(c1ccc(N2CC3CC(C2)c2cccc(=O)n2C3)c([N+](=O)[O-])c1)N1CCCCC1 (configuration not stated),0.2,3,6,3,1,-1,-2,14
CCOP(=O)(Cc1ccc(C#N)o1)OCC,-1.2,20,-21,13,-4,-1,1,-13
C=CCn1c(O)c(C(CC)=NCCC2=CCCCC2)c(=O)[nH]c1=O,-2.3,30,0,27,0,1,-5,21
CC(N)Cc1c[nH]c2c1ccc1ccccc12 (configuration not stated),1.0,31,5,11,1,-1,2,0
O=C(CN1CCCCC1)NCC(=O)Nc1ccc(Br)cc1C(=O)c1ccccc1,-0.8,6,11,6,12,2,-3,1
O=C1CSC2(CN3CCC2CC3)N1 (configuration not stated),-0.2,8,13,5,-15,0,-1,-1
O=C(CN1CCCCC1)Nc1ccc(Br)cc1C(=O)c1ccccc1Cl,0.5,29,7,33,10,-3,-3,-3
O=C(Nc1ccccc1)NC1CC2CCC(C1)N2 (configuration not stated),0.9,-33,12,1,12,-3,-3,3
O=C(c1ccc2c(c1)ncn2-c1ccc(F)cc1F)N1CCC2(CC1)OCCO2,0.8,12,6,17,16,2,-2,-6
CC(C)NCC(O)c1ccc(C2CCCC2)cc1 (configuration not stated),1.1,-4,-6,-67,6,0,-3,9
CCCCN(Cc1ccccc1)C1CCN(CCc2ccccc2)CC1,1.3,15,-1,2,-12,0,1,-19
Cc1ccc(S(=O)(=O)NP(=O)(Oc2ccccc2)Oc2ccccc2)cc1,-1.6,12,-18,8,-4,-4,4,12
CCCCCCCC(=O)NC(Oc1ccccc1[N+](=O)[O-])C(Cl)(Cl)Cl (configuration not stated),-1.2,8,-20,9,-20,1,-1,-19
CN1CCN(c2ccc(N)cc2Cl)CC1,0.1,-25,-15,-24,-23,-2,0,-2
CCCOP(=O)(OCCC)C(NC(=O)c1ccccc1)=C(Cl)Cl,-0.2,5,-16,22,-6,0,-3,17
COc1cc2[nH]c(=O)n(-c3cccc(Cl)c3)c(=O)c2cc1OC,-1.7,16,3,-4,2,1,-4,0
COC(=O)C1=C(c2ccc(Cl)c(C(F)(F)F)c2)C[C@@H]2CC[C@H]1N2C(=O)NCc1ccco1,-0.8,2,12,22,10,-1,-3,-1
CCCNC(=O)N1[C@H]2CC[C@@H]1C(C(=O)OC)=C(c1ccc(OC(F)(F)F)cc1)C2,-1.8,5,9,15,15,-4,-2,-14
O=C1/C(=C/c2ccc3c(c2)OCO3)N2CCC1CC2,2.2,0,-16,25,4,-1,-2,10
O=C(c1c[nH]cc1-c1ccccc1)c1cccc2ccccc12,0.9,40,10,12,-4,-5,-3,-12
COC(=O)C1=C(c2cccc(C#N)c2)C[C@@H]2CC[C@H]1N2C(=O)NC1Cc2ccccc2C1,-1.0,-2,6,21,-2,-1,-2,2
CCOC(=O)C1(c2ccccc2)CCN(CCC(=O)Nc2cccc(Br)c2)CC1,0.4,54*,10,-12,-13,0,-2,-29
Cc1ccccc1NS(=O)(=O)c1ccc(OCC(=O)N2CCN(C)CC2)cc1,-1.0,5,9,8,-3,-3,0,12
CCCCOC(=O)c1ccccc1C(=O)OCc1ccccc1,3.1,-5,12,8,11,-3,-4,8
COc1ccc(Cn2c(O)c(/C=N/NC(=O)c3ccccc3)c(=O)[nH]c2=O)cc1,3.6,-6,21,1,-4,3,-6,-2
COc1cccc(OCc2cc(C(=O)N3C[C@H]4C[C@@H](C3)c3cccc(=O)n3C4)no2)c1,5.2,-151,5,-2,-112,-3,-5,-137
COC(=O)C1=C(c2ccc(S(C)(=O)=O)cc2)C[C@@H]2CC[C@H]1N2C(=O)NCc1ccccc1,1.5,-33,9,0,13,1,-1,-10
CCN1CCN(c2cc(N3CCCC3)c(F)cc2[N+](=O)[O-])CC1,1.8,15,7,-1,18,0,0,-21
CC(C(=O)c1ccc2ccccc2c1)N1CCCCC1 (configuration not stated),3.0,8,3,-1,10,5,-4,-1
CCOC(=O)C1CCN(/C=C2/C(=O)NC(=S)N(c3cccc(OC)c3)C2=O)CC1,-2.4,15,-1,13,-15,2,-3,-9
CC(=O)c1c(O)n(C2CCCCCC2)c(=O)[nH]c1=O,-0.8,0,2,1,-1,-2,-2,2
COC(=O)C1=C(c2ccc(C(C)=O)cc2)C[C@@H]2CC[C@H]1N2C(=O)N1CCC(C)CC1,-1.0,-9,10,27,-12,-2,-2,-28
COc1ccc(N2C(=O)NC(=O)/C(=C\c3ccc([N+](=O)[O-])s3)C2=O)cc1,1.3,12,-27,43,-13,-3,0,-1
O=C(c1ccc(CS(=O)(=O)c2ccc(Br)cc2)o1)N1CCC2(CC1)OCCO2,-1.3,3,-18,18,10,2,1,-13
CC(=O)Nc1ccc2c(c1)CC1(C(=O)N(C)C(=O)N(C)C1=O)C1CCCN21 (configuration not stated),0.6,1,-6,-7,-49,-1,7,-105
C1CC2NCCC3NCCC(N1)N32 (configuration not stated),-2.2,-44,-2,8,4,3,-3,-4
CCCCCCCCn1sccc1=O,-5.9,80*,26,65*,-3,-7,-4,11

# Not all compounds are listed; the hit share may differ from the screen's.
